NPR1 activator = GC-A stimulated cGMP production enhancers – HEK293 GC-A cells, cGMP TR-FRET, EC30 ANP, primary screen. 0% at EC30 ANP, 100% saturating ANP. 370,000 tested, 0.14% active. activation, % at 10 µM. Atrial natriuretic peptide receptor 1 (Homo sapiens), P16066. AID 1671463, 2021; in the data active = activation above about 40%
hgDAF-12 ag = H. glycines DAF-12 receptor agonists, primary screen, cell-based, luminescence, HEK293, GAL4 fusion, UAS-luciferase; Nuclear hormone receptor DAF-12 (Heterodera glycines), GAL4 fusion; HEK293 GAL4-hgDAF12 UAS-luciferase reporter, agonist luminescence; normalized to butyrate control; activation, % at 6.8 µM; 370,000 tested, 1.8% active; AID 687014, 2013;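 active = activation above a cutoff set at the mean of all screened compounds plus 3 SD, cut at about 10% in these data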;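 also: 0% = DMSO wells and 100% = sodium butyrate wells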
GC-B act = human GC-B receptor activators, primary screen, HEK293 GC-B cells, cGMP TR-FRET, EC30 CNP. Atrial natriuretic peptide receptor 2 (Homo sapiens), P20594. 0% at EC30 CNP, 100% saturating CNP. activation, % at 10 µM. 370,000 tested, 0.11% active. AID 1920062, 2024;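 active = activation at 10 µM reaching about 35% in either raw or pattern-adjusted values, limit read from the data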
ssDAF-12 act = S. stercoralis DAF-12 nuclear receptor activators, primary screen, cell-based, luminescence, HEK293, GRIP1 co-expression, lit1-tk-luc | Nuclear hormone receptor DAF-12 (Strongyloides stercoralis) | HEK293 ssDAF-12/GRIP1 lit1-tk-luc reporter; % of 3 µM dafachronic acid response | activation, % at 6.8 µM | 370,000 tested, 1% active;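 active = activation above the mean over all tested compounds plus 3 SD, cut at about 0.9% in these data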;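 also: 0% = DMSO-only wells and 100% = 3 µM delta7-dafachronic acid wells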
HGIII-sPLA2 inh = human group III sPLA2 inhibitors, primary screen, biochemical, QFRET, BODIPY PC-A2 liposome substrate. QFRET BODIPY PC-A2 liposome hydrolysis, fluorescence. 370,000 tested, 0.56% active. inhibition, % at 12.2 µM. AID 743126, 2013. Group 3 secretory phospholipase A2 (Homo sapiens), Q9NZ20;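 active = inhibition above mean plus 3 SD of compounds lying within the high and low control bounds, cut at about 19% in these data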;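 also: 0% = median of test compound wells and 100% = no enzyme DMSO wells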
Target sequence (Q9NZ20 whole entry, looked up): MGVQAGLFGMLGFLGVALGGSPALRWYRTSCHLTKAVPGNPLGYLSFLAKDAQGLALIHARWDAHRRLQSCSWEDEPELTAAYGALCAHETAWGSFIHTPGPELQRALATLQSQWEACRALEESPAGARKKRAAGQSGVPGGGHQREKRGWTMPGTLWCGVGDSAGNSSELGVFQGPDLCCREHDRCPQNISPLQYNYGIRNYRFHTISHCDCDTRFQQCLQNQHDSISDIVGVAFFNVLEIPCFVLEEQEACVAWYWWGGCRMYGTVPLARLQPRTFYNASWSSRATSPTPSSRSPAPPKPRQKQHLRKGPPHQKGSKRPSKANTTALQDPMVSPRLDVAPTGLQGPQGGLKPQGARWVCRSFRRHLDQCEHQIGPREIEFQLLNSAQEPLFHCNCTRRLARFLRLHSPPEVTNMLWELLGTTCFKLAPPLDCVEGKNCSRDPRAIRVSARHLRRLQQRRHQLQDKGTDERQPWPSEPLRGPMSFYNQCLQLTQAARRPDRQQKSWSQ
hcDAF12 agonist = H. contortus DAF-12 nuclear receptor activators, primary screen, cell-based, luminescence, HEK293, lit1-tk-luc reporter; activation, % at 6.8 µM; HEK293 hcDAF-12 lit1-tk-luc reporter; 0% DMSO, 100% Δ7-dafachronic acid; 370,000 tested, 1.4% active;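 active = activation above the mean of all tested compounds plus 3 SD, cut at about 5.5% in these data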;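 also: 100% = response to 3 µM Δ7-dafachronic acid high control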
DAX1 inh-1 = DAX1 (NR0B1) inhibitors on StAR promoter, primary screen, cell-based, luminescence, SF-1 (NR5A1), full-length DAX-1. HEK293T StAR-luciferase reporter, SF-1/DAX-1 repression relief. inhibition, % at 6.8 µM. 370,000 tested, 1.1% active. AID 652010, 2013;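 active = inhibition above the mean over all tested compounds plus 3 SD, cut at about 3.6% in these data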;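 also: 0% = DAX-1 cells with DMSO and 100% = cells lacking DAX-1 with DMSO; higher inhibition means more luminescence from relief of DAX-1 repression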
SMARCA2 act = SMARCA2 (BRM) function activators, primary screen, cell-based, luminescence, high throughput | MG213 cells, MMTV-luciferase reporter, dexamethasone, overnight | 370,000 tested, 1% active | activation, % at 9.1 µM; in the data active = activation above about 7.8%;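 also: 0% = vehicle wells and 100% = reference activator wells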
DAX1 inh-2 = DAX1 (NR0B1) inhibitors, primary screen, cell-based, HEK293, Gal4-DAX1, luciferase luminescence | Nuclear receptor subfamily 0 group B member 1 (Homo sapiens), P51843 | HEK293 Gal4-DAX1 luciferase reporter | inhibition, % at 6.75 µM | 340,000 tested, 0.99% active | AID 504766, 2011;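 active = inhibition above the mean over all tested compounds plus 3 SD, cut at about 4.2% in these data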;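 also: 0% = DAX1-transfected cells with DMSO and 100% = empty-vector control cells with DMSO; inhibition shows as a rise in luminescence from relieved DAX1 repression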
Target sequence (P51843 207-470 limits assumed): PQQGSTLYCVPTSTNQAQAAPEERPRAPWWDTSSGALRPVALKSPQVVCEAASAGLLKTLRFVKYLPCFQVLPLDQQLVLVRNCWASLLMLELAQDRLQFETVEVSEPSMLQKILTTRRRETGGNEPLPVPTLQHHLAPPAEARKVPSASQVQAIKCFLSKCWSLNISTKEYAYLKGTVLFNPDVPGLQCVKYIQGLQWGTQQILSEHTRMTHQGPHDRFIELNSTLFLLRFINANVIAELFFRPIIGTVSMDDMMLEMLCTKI
KLK7 zymogen act = proKLK7 zymogen activators, primary screen, biochemical, fluorescence intensity; AID 652039, 2013; 370,000 tested, 0.9% active; purified proKLK7, EDANS-DABCYL substrate fluorescence; 100% is mature enzyme control, 0% vehicle; activation, % at 7 µM; Kallikrein-7 (Homo sapiens), P49862;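 active = activation above the mean of all tested compounds plus 3 SD, computed per campaign excluding outliers beyond control limits, cut at about 13% in these data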
Target sequence (P49862 whole entry, looked up): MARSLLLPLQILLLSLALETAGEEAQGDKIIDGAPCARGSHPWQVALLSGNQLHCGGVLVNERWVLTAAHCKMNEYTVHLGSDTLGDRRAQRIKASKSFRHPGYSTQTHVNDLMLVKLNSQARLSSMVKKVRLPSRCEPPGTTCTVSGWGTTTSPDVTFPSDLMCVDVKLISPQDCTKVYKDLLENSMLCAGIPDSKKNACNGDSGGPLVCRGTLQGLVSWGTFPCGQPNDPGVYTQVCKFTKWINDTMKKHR
FXN GAA850 act = FXN promoter activators, primary screen, cell-based, luciferase luminescence, HEK293 lucGAA850 | HEK293 lucGAA850 FXN promoter luciferase reporter, 24 h; percent of 10 µM SAHA response | activation, % at 6 µM | 360,000 tested, 0.56% active;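 active = activation above the average of all compounds screened plus 3 SD, cutoff fixed separately per campaign, cut at about 7.5% in these data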;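 also: 0% = DMSO wells and 100% = 10 µM SAHA wells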
Active calls of the source: *; · = no result given.

SMILES	NPR1 activator	hgDAF-12 ag	GC-B act	ssDAF-12 act	HGIII-sPLA2 inh	hcDAF12 agonist	DAX1 inh-1	SMARCA2 act	DAX1 inh-2	KLK7 zymogen act	FXN GAA850 act
CCN(CC)S(=O)(=O)c1ccc(N2CCCC2)c(NC(=O)c2c(-c3ccccc3)noc2C)c1	-5	-0.9	2	-1.5	-5	0.5	-0.2	-3	-0.5	0.2	-2.2
COc1ccccc1C(=O)NC1CCCCCCC1	-2	5.8	2	-1.2	4	0.4	-0.5	8.0*	-0.6	-0.5	-0.6
CN(C)C(=O)C1CC(=O)OC12CCCCC2 (stereo not given)	0	0.3	-3	-2.0	14	0.6	0.0	-5	0.3	-0.3	0.7
C[C@H](c1ccccc1)N1C[C@@H](COCc2ccccc2)Oc2cccc(N3CCCC3)c2S1(=O)=O	1	0.9	-3	-1.3	-4	-1.6	-2.2	-4	·	0.6	·
CCCCSc1nc(SCC(=O)NCc2ccco2)c2c3c(sc2n1)COC(C)(CC)C3 (stereo not given)	0	1.7	0	-1.2	-3	-0.9	-1.7	1	0.8	0.5	-1.0
CC(C)(C)OC(=O)N1CC=C2C(C#N)=C(N)C(C#N)(C#N)[C@H](c3cccnc3)[C@H]2C1	48*	2.0	-1	-1.1	-4	-1.1	-0.4	6	-0.8	19*	-0.2
CC(C)(C)NC(=O)C(=O)N/N=C/c1ccc(Br)cc1	0	3.8	3	-1.3	8	-0.3	-0.1	3	1.2	0.6	0.0
CCOc1ccc(NS(=O)(=O)c2c(C(=O)N3CCCCCC3)c(C)n(C)c2C)cc1	2	0.7	-6	-0.8	-2	-0.8	0.0	-1	-0.7	0.3	0.5
Cc1nc(NC(=O)COC(=O)C2=NNC(=O)CC2)c(Cl)cc1Cl	0	-2.0	5	-1.3	0	1.1	0.1	0	-0.7	-0.1	1.3
Cc1ccc(Cn2nc(C)c(NC(=O)CCCn3nc(C)c([N+](=O)[O-])c3C)c2C)cc1	2	-1.9	4	-1.5	-6	-0.5	-0.2	0	-1.7	-0.6	1.6
Cc1c(C(=O)OCc2nc3ccsc3c(=O)[nH]2)oc2ccccc12	0	1.4	-6	-1.3	-4	-2.3	-0.3	-3	0.4	0.2	-0.1
COc1ccc(CNS(=O)(=O)CCNCc2ccco2)cc1	-3	-2.0	-5	-1.0	18	0.6	-0.8	-2	1.6	0.2	1.4
CCC(C)(C)NC(=O)C(c1ccc(O)cc1)N(CCOC)C(=O)CCC(=O)Nc1nccs1 (stereo not given)	1	-1.5	-1	-1.3	-8	-0.7	0.0	-2	1.7	0.6	-1.5
CC(Sc1nc(-c2ccccc2)cc(C(F)(F)F)n1)C(=O)N1CCOCC1 (stereo not given)	0	-3.1	3	-1.6	12	-1.6	-0.6	0	1.1	-0.3	1.0
COCCNC(=O)C(c1ccco1)N(C(=O)Cn1nnc2ccccc21)c1cc(C)ccc1C (stereo not given)	-8	-2.6	0	-0.9	0	-0.2	0.4	-2	-0.6	0.2	-2.4
C[C@H](O)[C@@H]1C(=O)N2CCc3c([nH]c4ccccc34)[C@@H]2C[C@@H]1N(C)C(=O)Nc1cc(Cl)cc(Cl)c1	-4	3.4	-7	0.0	-52	-0.6	-3.8	-2	-1.3	19*	-1.0
COc1ccccc1CNC(=O)CNC(=O)c1ccc(Br)o1	0	0.0	1	-1.1	-1	-0.1	0.6	-1	0.0	-0.1	0.8
CCOc1ccc(C2C(C#N)=C(N)SC(N)=C2C#N)c(OCC)c1	3	-1.1	2	-1.4	-15	-1.0	-0.1	0	0.0	0.8	-0.3
C=CCN1CCN(Cc2cnc(Cl)s2)CC1	3	-0.4	1	-0.8	5	0.1	-0.1	-2	2.2	-0.1	3.2
Cc1ccc(N(C)S(=O)(=O)c2ccc3c(c2)NC(=O)C(C)S3)cc1 (stereo not given)	-7	-2.4	-4	-1.4	-7	-1.6	-0.1	-2	-0.7	-0.6	0.6
Cc1ccc(CNC(=O)C2CCC(CNS(=O)(=O)c3cccc4cccnc34)CC2)cc1 (stereo not given)	1	-0.7	-1	-1.6	-14	-1.3	-0.8	0	0.5	-0.6	-3.8
CNC(=S)Nc1cc(OC)c(NC(=O)c2ccco2)cc1OC	4	2.0	-1	-1.6	-1	-2.4	-0.6	-1	-1.0	0.1	2.5
Cc1onc(NC(=O)CSCC(=O)O)c1Br	0	-1.4	-1	-1.4	4	-0.2	-0.1	-1	·	-0.7	-0.6
CCN1CCN(c2nc3ccccc3nc2NS(=O)(=O)c2ccc(NC(C)=O)cc2)CC1	-1	-1.5	-2	-0.9	-8	-0.2	-1.4	-2	0.9	4.3	-0.1
CCCc1nnc(SCC(=O)Nc2ccccc2F)o1	2	2.2	-1	-0.7	1	-0.1	0.0	-2	-1.5	-0.4	-0.2
Cc1ccc(S(=O)(=O)N2CCN(C(=O)CSc3nc4ccccc4c(=O)[nH]3)CC2)c(C)c1	-3	-1.5	-2	-0.9	-3	-1.1	0.6	-6	-0.4	0.7	0.3
CCOc1ccccc1OCC(=O)Nc1nc2ccccc2[nH]1	-3	-2.9	-3	-0.9	5	0.3	0.5	3	1.2	0.1	2.0
O=C(CCNC(=O)C1CCN(S(=O)(=O)c2ccccc2)CC1)NCc1cccc(Cl)c1	-2	-2.7	1	-1.7	1	-1.9	-1.1	-2	0.2	0.5	-1.6
Cn1c2ccccc2c2nnc(NN)nc21	-6	2.0	-5	-0.3	2	5.7*	0.6	-3	1.3	0.3	2.0
O=C(COC(=O)CNC(=O)C1CCCCC1)Nc1ccc(Cl)cc1F	3	1.2	4	-2.1	-1	-0.2	0.7	0	0.4	0.5	-1.5
COCCn1c(=S)[nH]c2cc(C(=O)NCCc3ccccc3)ccc2c1=O	-2	0.5	-1	-1.2	8	0.4	0.3	-2	0.5	0.1	0.2
CCC(=O)Nc1cc(-c2nnc(OC)c3ccccc23)ccc1N1CCOCC1	1	-3.7	10	-0.9	1	-1.0	-0.2	2	-0.8	0.5	-0.6
CCn1c(=O)c2cc(C(=O)NCCC(C)C)sc2c2ccccc21	9	-1.5	6	-1.4	3	-3.3	0.1	-2	0.8	-2.2	1.6
O=C(NC1CCCCC1)c1cccc2c(-c3ccc(F)c(F)c3)coc12	6	-0.5	10	-1.5	-5	-2.2	-2.1	-4	·	-0.2	1.8
CC(C)(C)NC(=O)CSc1nnc(Cc2ccc3c(c2)OCO3)n1C1CCCCC1	-7	0.8	-3	-0.9	-3	-1.5	1.2	3	-0.1	0.9	-6.7
COC(=O)C1C(c2ccc(Br)cc2)Nc2nnc(C(F)(F)F)n2C1(C)O (stereo not given)	2	-0.3	-1	-1.8	-2	-0.2	0.5	1	0.2	-0.1	1.3
CCOC(=O)c1oc2nc3c(cc2c1N)CCCC3	7	8.3	-3	-0.5	4	3.1	1.8	3	·	0.3	3.3
Cc1cc(Nc2ccccc2)c2c([N+](=O)[O-])c(C)cc(C)c2n1	0	-4.7	7	-1.2	6	-0.9	-0.4	2	-0.9	0.7	1.4
CCNc1nc(NC(C)C)nc(OCC)n1	1	0.1	0	-1.1	4	-0.6	-0.2	-2	0.3	-0.1	2.7
CCOC(=O)c1cnc2c(C(=O)OCC)cnn2c1N	3	2.7	0	-1.0	9	-1.6	-0.3	-5	·	-0.7	3.1
Cc1c(C(c2cc(O)ccc2Cl)c2c(C)n(C)n(-c3ccccc3)c2=O)c(=O)n(-c2ccccc2)n1C	2	-1.4	2	-1.4	1	0.1	0.0	-1	1.0	-0.7	0.0
CC1(C)Cc2ccccc2C(c2cc3ccccc3oc2=O)=N1	13	-1.8	-3	-1.8	-3	1.7	-0.7	1	1.6	-0.9	2.2
CCOc1ccc(N=CC2=C(O)CC(c3ccco3)CC2=O)cc1 (stereo not given)	7	0.4	1	-1.5	-1	0.4	0.1	0	0.9	-0.4	-2.3
Cc1csc2nc(CN3CCN(CC(=O)N(C)C)CC3)cc(=O)n12	3	3.6	-1	-0.4	13	4.8	-0.2	-2	-0.6	2.0	-1.1
Cc1ccc(N2C(=O)c3cccc([N+](=O)[O-])c3C2=O)cc1C	72*	-4.2	34	-1.1	-1	0.0	0.2	-3	-0.6	-0.6	1.7
CCc1nc2ccc(C(=O)NCCCn3ccnc3)cn2c1N(CC)Cc1cccc(Br)c1	-2	-4.6	-1	-1.7	-17	-2.6	-4.1	-2	·	-1.2	0.5
COCc1ccc(C(=O)N2CCCC(Nc3ccc(C(C)C)cc3)C2)o1 (stereo not given)	-2	0.3	3	-1.1	-3	-1.4	-2.9	-2	-0.2	0.1	-1.5
CCN1C(=O)C(=O)N(CC(=O)NC(C)CCc2ccccc2)C1=O (stereo not given)	-4	-0.6	4	-1.7	4	-0.3	0.2	5	0.2	0.2	1.5
O=C1c2ccccc2CN1CCNC(=S)NC1CCCCC1	-1	1.8	0	-1.1	8	1.1	-0.7	0	0.8	0.1	1.1
Cc1ccc(/C=N/NC(=O)CSc2nc3ccccc3n2C)s1	-4	-0.6	-6	-1.0	0	1.0	-0.6	-1	-0.8	-0.3	-1.8

Random excerpt: two compounds from above, in no set order.
SMILES	NPR1 activator	hgDAF-12 ag	GC-B act	ssDAF-12 act	HGIII-sPLA2 inh	hcDAF12 agonist	DAX1 inh-1	SMARCA2 act	DAX1 inh-2	KLK7 zymogen act	FXN GAA850 act
CC1(C)Cc2ccccc2C(c2cc3ccccc3oc2=O)=N1	13	-1.8	-3	-1.8	-3	1.7	-0.7	1	1.6	-0.9	2.2
Cc1ccc(/C=N/NC(=O)CSc2nc3ccccc3n2C)s1	-4	-0.6	-6	-1.0	0	1.0	-0.6	-1	-0.8	-0.3	-1.8

Next compounds.
SMILES	NPR1 activator	hgDAF-12 ag	GC-B act	ssDAF-12 act	HGIII-sPLA2 inh	hcDAF12 agonist	DAX1 inh-1	SMARCA2 act	DAX1 inh-2	KLK7 zymogen act	FXN GAA850 act
OCCCn1c(-c2ccccc2)n[nH]c1=S	-3	5.5	1	-0.4	14	1.9	0.8	7	1.9	-0.1	0.1
CN1C(=O)c2ccccc2C(C(=O)O)C1c1cn(C)c2ccccc12 (stereo not given)	2	0.1	-1	-0.7	4	5.9*	0.1	0	0.2	0.1	-1.4
CC(Sc1ncn[nH]1)C(=O)c1c(N)n(C)c(=O)n(C)c1=O (stereo not given)	-1	-0.1	2	-0.6	-5	-0.5	-0.1	-3	1.1	0.6	2.0
CC1CCCC(C)N1CCCNC(=O)c1cc2c(s1)-c1ccccc1OC2 (stereo not given)	4	-2.2	-3	-0.7	2	-0.8	0.2	1	1.2	69*	2.6
